PG9 Ab binder = PG9 antibody binding by small molecule; TR-FRET gp120-PG9 antibody binding; 360,000 compounds, 0.43% hits; inhibition, % at 6.7 µM; in the data active = inhibition above about 8.5%
FXN GAA850 act = increases GAA850 frataxin promoter reporter activity; HEK293 lucGAA850 FXN promoter luciferase reporter, 24 h; percent of 10 µM SAHA response; activation, % at 6 µM; 360,000 compounds, 0.56% hits;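 active = activation above the average of all compounds screened plus 3 SD, cutoff fixed separately per campaign, cut at about 7.5% in these data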;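 also: 0% = DMSO wells and 100% = 10 µM SAHA wells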
ssDAF-12 act = activators of S. stercoralis DAF-12 nuclear receptor; HEK293 ssDAF-12/GRIP1 lit1-tk-luc reporter, luminescence; % of 3 µM dafachronic acid response; activation, % at 6.8 µM; 370,000 compounds, 1% hits; AID 652126;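 active = activation above the mean over all tested compounds plus 3 SD, cut at about 0.9% in these data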;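 also: 0% = DMSO-only wells and 100% = 3 µM delta7-dafachronic acid wells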
NR1D1 modulator = modulates human Rev-erb alpha binding to DNA | 370,000 compounds, 0.79% hits | Rev-erbα–FITC-DNA binding, fluorescence polarization, 90 min | P20393 | activity, % at 10 µM;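 active = activity above about 14%, limit read from the data; passing the limit was not always enough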;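 also: 0% = DMSO wells with 35 nM protein and 100% = DMSO wells with 750 nM protein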
Target sequence (P20393 whole entry, looked up): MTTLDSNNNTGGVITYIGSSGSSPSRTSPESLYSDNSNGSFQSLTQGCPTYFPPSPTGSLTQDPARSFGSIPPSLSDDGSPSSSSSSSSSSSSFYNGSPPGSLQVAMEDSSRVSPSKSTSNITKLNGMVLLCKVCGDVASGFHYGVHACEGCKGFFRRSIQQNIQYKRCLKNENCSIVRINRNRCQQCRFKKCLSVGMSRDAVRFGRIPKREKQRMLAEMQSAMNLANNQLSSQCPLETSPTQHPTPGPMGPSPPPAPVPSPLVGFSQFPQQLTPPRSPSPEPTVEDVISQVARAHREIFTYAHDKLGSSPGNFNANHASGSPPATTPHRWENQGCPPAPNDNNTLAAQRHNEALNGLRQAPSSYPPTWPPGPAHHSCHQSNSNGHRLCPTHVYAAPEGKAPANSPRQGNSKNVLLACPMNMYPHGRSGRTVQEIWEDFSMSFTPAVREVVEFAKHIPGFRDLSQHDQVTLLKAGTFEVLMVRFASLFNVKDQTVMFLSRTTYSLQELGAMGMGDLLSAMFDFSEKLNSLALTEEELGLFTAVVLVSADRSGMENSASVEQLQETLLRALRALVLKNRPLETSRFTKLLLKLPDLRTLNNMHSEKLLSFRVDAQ
hgDAF-12 ag = hgDAF-12 agonism, primary luciferase screen; HEK293 GAL4-hgDAF12 UAS-luciferase reporter, agonist luminescence; normalized to butyrate control; activation, % at 6.8 µM; 370,000 compounds, 1.8% hits;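 active = activation above a cutoff set at the mean of all screened compounds plus 3 SD, cut at about 10% in these data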;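 also: 0% = DMSO wells and 100% = sodium butyrate wells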
PLC-beta3 inh = PLC-beta3 (human) inhibition, primary screen | Q01970 | 370,000 compounds, 0.18% hits | inhibition, % at 12.2 µM | Purified PLC-beta3, fluorogenic substrate, fluorescence; in the data active = inhibition above about 11%;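 also: 0% = median of compound wells on plate and 100% = full blocker control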
DAX1 inh-1 = NR0B1 (DAX1) inhibition; P51843; HEK293 Gal4-DAX1 luciferase reporter, luminescence; inhibition, % at 6.75 µM; 340,000 compounds, 0.99% hits; AID 504766;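 active = inhibition above the mean over all tested compounds plus 3 SD, cut at about 4.2% in these data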;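 also: 0% = DAX1-transfected cells with DMSO and 100% = empty-vector control cells with DMSO; inhibition shows as a rise in luminescence from relieved DAX1 repression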
Target sequence (P51843 207-470 limits assumed): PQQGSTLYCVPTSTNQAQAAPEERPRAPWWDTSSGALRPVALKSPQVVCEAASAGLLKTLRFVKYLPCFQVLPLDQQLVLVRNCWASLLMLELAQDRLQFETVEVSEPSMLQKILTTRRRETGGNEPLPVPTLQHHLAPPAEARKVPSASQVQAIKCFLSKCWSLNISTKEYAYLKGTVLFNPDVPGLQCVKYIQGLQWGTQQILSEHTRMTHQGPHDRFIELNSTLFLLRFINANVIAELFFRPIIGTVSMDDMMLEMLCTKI
hcDAF-12 act = activates DAF-12 receptor from parasite H. contortus | HEK293 hcDAF-12 lit1-tk-luc reporter, luminescence; 0% DMSO, 100% Δ7-dafachronic acid | activation, % at 6.8 µM | 370,000 compounds, 1.4% hits;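 active = activation above the mean of all tested compounds plus 3 SD, cut at about 5.5% in these data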;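 also: 100% = response to 3 µM Δ7-dafachronic acid high control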
SMARCA2 activ = activators of SMARCA2 function; MG213 cells, MMTV-luciferase reporter, dexamethasone, overnight; activation, % at 9.1 µM; 370,000 compounds, 1% hits; in the data active = activation above about 7.8%;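 also: 0% = vehicle wells and 100% = reference activator wells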
sPLA2-III inh = Blocks human group III sPLA2 activity; Q9NZ20; QFRET BODIPY PC-A2 liposome hydrolysis, fluorescence; inhibition, % at 12.2 µM; 370,000 compounds, 0.56% hits; AID 743126;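 active = inhibition above mean plus 3 SD of compounds lying within the high and low control bounds, cut at about 19% in these data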;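 also: 0% = median of test compound wells and 100% = no enzyme DMSO wells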
DAX1 inh-2 = inhibitors of DAX1 repression of SF-1 activated StAR promoter | HEK293T StAR-luciferase reporter, SF-1/DAX-1 repression relief | inhibition, % at 6.8 µM | AID 652010 | 370,000 compounds, 1.1% hits;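 active = inhibition above the mean over all tested compounds plus 3 SD, cut at about 3.6% in these data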;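 also: 0% = DAX-1 cells with DMSO and 100% = cells lacking DAX-1 with DMSO; higher inhibition means more luminescence from relief of DAX-1 repression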
An asterisk follows results filed as active; · = not tested or not shown.

Compound,PG9 Ab binder,FXN GAA850 act,ssDAF-12 act,NR1D1 modulator,hgDAF-12 ag,PLC-beta3 inh,DAX1 inh-1,hcDAF-12 act,SMARCA2 activ,sPLA2-III inh,DAX1 inh-2
O=C(Cc1ccccc1)c1ccc(O)cc1O,-1.8,-0.1,-0.8,8,0.8,-20,0.2,-1.9,2,-25,-3.1
CC(C)CC1NC(=O)c2cccnc2-n2c1nc1cc(F)ccc1c2=O (configuration not stated),-0.9,-0.5,-0.5,-5,-1.7,-1,-1.1,1.8,1,3,-0.8
COc1ccc(OC)c(/C=N\NC(=O)c2ccc(=O)n(C)c2)c1,-1.1,1.6,-1.6,1,1.9,-124,0.4,1.0,-2,2,-0.2
Cc1ccc(-c2noc(CCC(=O)Nc3ccccc3N3CCN(C)CC3)n2)cc1,-1.9,2.5,-1.2,4,0.4,2,-0.6,-0.9,3,-11,-0.1
Cc1ccc(C)c(OCC(=O)NCC(C)(C)N2CCOCC2)c1,-0.9,1.2,-1.8,-11,-2.2,-4,0.5,-1.4,-3,7,-0.1
COc1ccc(CN(CCN2CCOCC2)C(=O)c2cc(F)ccc2C)cc1OC,·,·,-1.5,-5,0.1,0,·,0.0,7,0,-0.4
Cc1ccccc1C(=O)Nc1ccccc1-n1cccc1,-0.8,-2.1,-1.3,0,0.9,-2,0.0,1.0,-5,10,0.3
CCN(CC)CCCNC(=O)c1ccc(CS(=O)(=O)c2ccccc2OC)o1,0.6,-1.3,-1.2,1,1.7,1,1.6,-0.7,2,2,0.2
CC1Cc2ccccc2N1S(=O)(=O)c1cccc(C(=O)NCc2ccco2)c1 (configuration not stated),0.6,1.3,-1.3,-9,-1.5,-2,-1.2,0.2,-2,-19,-1.9
Cc1cc(C)nc(SCC(=O)c2ccc(O)cc2O)n1,-0.8,0.4,-1.0,-3,-1.5,-4,-0.5,-3.0,-3,-21,0.8
Cc1cccc(C(=O)NNC(=O)c2ccc(F)cc2)c1,-0.4,1.2,-1.7,4,0.9,-2,-0.3,-0.9,0,3,0.7
O=C(CN1CCN(c2ccccc2O)CC1)NC(=O)NC1CCCC1,0.7,1.5,-1.7,-3,-0.9,-5,-0.6,-0.3,-4,-2,-0.2
C(=N\N(c1ccccc1)c1ccccc1)/c1ccccn1,-0.3,2.2,-0.9,-3,2.9,-7,-0.7,0.3,-1,-2,-0.8
O=C(Oc1ccc2ccc(=O)oc2c1)N1CCOCC1,-0.4,1.6,-1.2,3,1.3,-38,0.3,1.3,0,-2,0.2
COc1ccc(S(=O)(=O)N2CCCCC2)cc1,0.2,4.8,-1.4,0,-3.0,3,0.2,-1.2,-5,-5,-0.3
O=C(Cn1cnc2c(nnn2Cc2ccc(Cl)cc2)c1=O)N1CCCc2ccccc21,0.0,-0.1,-1.7,4,0.1,0,0.6,-0.9,-2,6,-0.7
CCOC(=O)c1cc(OC(=O)c2ccccc2OC)n(-c2ccccc2)n1,-2.9,0.3,-0.6,7,8.8,2,0.2,0.2,-5,4,-0.8
CN(Cc1cccc(C(F)(F)F)c1)C(=O)C1CCC(=O)N(CC2CCCCC2)C1 (configuration not stated),-0.6,-1.3,-1.4,3,-0.9,-5,0.4,-2.9,-1,-4,-1.5
Cc1c(C(=O)NC(=S)Nc2ccc(NC(=O)c3cccs3)cc2)oc2ccccc12,-0.1,1.9,-1.2,3,1.4,-5,2.6,0.0,0,0,0.7
CCC(C)N1C(=O)N(C)C2NC(=O)NC21 (configuration not stated),-0.9,-1.9,-1.2,4,3.5,-1,1.6,0.0,1,6,-0.1
COc1ccc(NS(=O)(=O)c2cc(OC)ccc2OC)cc1,0.4,3.1,-1.9,-1,-0.2,-9,1.6,0.3,-1,1,-0.3
CCOC(=O)C1(CCCc2ccccc2)CCN(Cc2cnn(C)c2)CC1,-1.8,-1.6,-1.1,-3,2.9,3,-1.8,-0.5,7,-9,-0.6
CC(C)C[C@@H]1COc2cc(N3CCSCC3)ccc2S(=O)(=O)N1C,·,·,-1.4,6,3.0,-1,·,-0.8,-1,-3,-1.7
COc1cc(C(=O)NCCCOC(C)C)ccc1OC1CCN(C(C)=O)CC1,-1.2,-0.4,-0.9,6,0.9,-2,-0.8,-1.6,-4,19,0.0
CCCCCc1cc(=O)oc2c(C(CCN3CCCC3)c3ccc(N(C)C)cc3)c(OC)cc(OC)c12 (configuration not stated),-3.8,-1.7,-0.8,2,3.6,-24,-1.1,-1.2,1,-5,-0.4

Single records, as listed above:
C(=N\N(c1ccccc1)c1ccccc1)/c1ccccn1 is entered as PG9 Ab binder: -0.3; FXN GAA850 act: 2.2; ssDAF-12 act: -0.9; NR1D1 modulator: -3; hgDAF-12 ag: 2.9; PLC-beta3 inh: -7; DAX1 inh-1: -0.7; hcDAF-12 act: 0.3; SMARCA2 activ: -1; sPLA2-III inh: -2; DAX1 inh-2: -0.8
Cc1ccccc1C(=O)Nc1ccccc1-n1cccc1 is entered as PG9 Ab binder: -0.8; FXN GAA850 act: -2.1; ssDAF-12 act: -1.3; NR1D1 modulator: 0; hgDAF-12 ag: 0.9; PLC-beta3 inh: -2; DAX1 inh-1: 0.0; hcDAF-12 act: 1.0; SMARCA2 activ: -5; sPLA2-III inh: 10; DAX1 inh-2: 0.3
COc1ccc(S(=O)(=O)N2CCCCC2)cc1 is entered as PG9 Ab binder: 0.2; FXN GAA850 act: 4.8; ssDAF-12 act: -1.4; NR1D1 modulator: 0; hgDAF-12 ag: -3.0; PLC-beta3 inh: 3; DAX1 inh-1: 0.2; hcDAF-12 act: -1.2; SMARCA2 activ: -5; sPLA2-III inh: -5; DAX1 inh-2: -0.3

Following part:
Compound,PG9 Ab binder,FXN GAA850 act,ssDAF-12 act,NR1D1 modulator,hgDAF-12 ag,PLC-beta3 inh,DAX1 inh-1,hcDAF-12 act,SMARCA2 activ,sPLA2-III inh,DAX1 inh-2
Cc1ccc(-c2cc(-c3ccccc3)c(C#N)c(N)n2)o1,1.1,-2.2,-1.1,-3,-1.1,-328,-1.1,-1.2,-1,-5,-0.6
O=C(NCc1cccs1)c1cccn2c(=O)c3sccc3nc12,-0.3,1.6,-1.8,-1,-0.8,-252,0.3,-1.6,-1,-4,-0.7
COc1ccc(NC(=O)CC2(CC(=O)N3CCOCC3)CCCC2)cc1Cl,-0.8,0.3,-0.9,-4,2.2,-4,-0.6,0.2,-2,-4,0.1
O=C(NCc1n[nH]c(=S)n1-c1cccc(Cl)c1)c1ccc(S(=O)(=O)N2CCCC2)cc1,0.8,-2.1,-1.4,5,1.1,2,0.4,-0.6,-1,3,-0.5
CCn1c(O)c(C=NCc2cccs2)c(=O)n(CC)c1=S,1.0,0.9,-1.2,5,0.1,-7,-1.4,-1.8,-3,6,-0.5
COCC(=O)N1CCc2ccc(NC(=O)c3ccc(C(F)(F)F)cc3)cc2C1,-1.5,-1.0,-1.8,-1,-3.4,-3,-2.6,-2.0,-4,0,-0.9
NC(=O)c1oc2ccccc2c1NC(=O)c1ccc(F)cc1,-2.4,0.8,-0.4,-1,1.3,2,0.7,1.8,-2,-7,-0.6
Cc1ccc(C)[n+](CC(=O)c2ccc(-c3ccccc3)cc2)c1,-1.0,-0.5,-0.8,1,-2.4,-6,-1.1,1.6,-1,2,-1.0
COc1cccc(-c2noc(C3CCCN(S(=O)(=O)c4cccc(Cl)c4C)C3)n2)c1 (configuration not stated),1.8,0.0,-1.4,-1,0.5,1,0.6,-1.0,-2,-4,-1.0
COc1ccccc1Nc1nc(Cl)nc(NC(C)(C)C)n1,0.9,1.9,-1.6,-4,2.4,-6,-0.7,-0.8,-5,-1,-0.6
COc1ccc(NC(=O)Cn2ccc(C(F)(F)F)n2)cc1S(=O)(=O)N1CCOCC1,0.8,-0.2,-1.2,1,1.5,4,0.6,0.7,-3,-2,-0.6
CCOC(=O)C1(Cc2cccc(OC)c2)CCN(C(C)COC)CC1 (configuration not stated),-2.8,-1.2,-0.6,-3,-2.6,0,-0.2,-1.5,2,-1,0.1
CN(C)CCSc1nnc2sc3ccccc3n12,1.4,1.3,-1.4,-2,2.0,1,0.2,-0.2,-1,3,0.1
CCCCn1c(SCC(=O)c2ccc(OC)c(OC)c2)nc2cc(S(N)(=O)=O)ccc21,-0.9,-0.9,-1.1,13,-2.5,0,1.2,-2.1,0,-50,-0.3
CCN(CC)c1ccc(N=Nc2nn(C)c(C)c2[N+](=O)[O-])cc1,-19,4.8,1.2*,5,16*,4,0.1,3.9,4,23*,4.7*
COc1ccc(NS(=O)(=O)c2cccc(NC(=O)NC3CCCCC3)c2)cc1,-0.7,-2.2,-2.0,2,-3.5,-3,-2.0,-3.1,-3,-33,-1.5
C#CCOCCOCCOCCNc1nc(N2CCN(C(=O)[C@H]([C@@H](C)O)n3cc(CCCCN)nn3)CC2)nc(N2CCN(C(=O)[C@H](C)n3cc(CCC(=O)O)nn3)CC2)n1,0.2,-0.5,-0.8,-2,0.4,1,0.6,0.2,-1,10,0.7
CCOC(=O)Cc1nn(Cc2nc(-c3ccc(C#N)cc3)cs2)c(=O)c2ccccc12,1.2,-1.7,-2.4,0,-7.3,-15,-0.1,-4.5,-4,9,-0.8
CCOC(=O)C1(CC2CC2)CCN(Cc2ccc3cccc(F)c3n2)CC1,-2.0,-1.7,-0.5,5,1.6,-7,-0.8,2.2,-2,-10,-1.2

From PubChem
